Assay outcomes from PubChem.
Mdm2-MdmX inh – inhibitors of human Mdm2-MdmX association, primary screen, cell-based, luminescence, split luciferase, SaOS-2, uHTS; inhibition, % at 8 µM; 3% of 330,000 active; SaOS-2 split-luciferase Mdm2/MdmX complementation; Protein Mdm4 (Homo sapiens) + E3 ubiquitin-protein ligase Mdm2 (Homo sapiens), …;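 active means inhibition of at least 50% at 8 µM in the primary screen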
Target sequence (O15151 whole entry, looked up): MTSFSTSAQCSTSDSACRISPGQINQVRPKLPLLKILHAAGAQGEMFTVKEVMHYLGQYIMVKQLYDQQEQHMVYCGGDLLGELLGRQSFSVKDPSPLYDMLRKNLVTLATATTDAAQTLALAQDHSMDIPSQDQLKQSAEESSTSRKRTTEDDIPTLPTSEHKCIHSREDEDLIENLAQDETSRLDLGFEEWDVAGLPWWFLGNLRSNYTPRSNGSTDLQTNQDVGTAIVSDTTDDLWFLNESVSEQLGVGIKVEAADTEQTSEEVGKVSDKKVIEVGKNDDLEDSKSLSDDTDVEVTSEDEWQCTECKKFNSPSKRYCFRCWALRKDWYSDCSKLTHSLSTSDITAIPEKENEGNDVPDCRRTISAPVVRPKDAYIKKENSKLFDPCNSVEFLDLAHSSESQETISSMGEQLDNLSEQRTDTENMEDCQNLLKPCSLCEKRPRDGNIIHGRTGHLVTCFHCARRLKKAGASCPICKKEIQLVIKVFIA
Target sequence (Q00987 whole entry, looked up): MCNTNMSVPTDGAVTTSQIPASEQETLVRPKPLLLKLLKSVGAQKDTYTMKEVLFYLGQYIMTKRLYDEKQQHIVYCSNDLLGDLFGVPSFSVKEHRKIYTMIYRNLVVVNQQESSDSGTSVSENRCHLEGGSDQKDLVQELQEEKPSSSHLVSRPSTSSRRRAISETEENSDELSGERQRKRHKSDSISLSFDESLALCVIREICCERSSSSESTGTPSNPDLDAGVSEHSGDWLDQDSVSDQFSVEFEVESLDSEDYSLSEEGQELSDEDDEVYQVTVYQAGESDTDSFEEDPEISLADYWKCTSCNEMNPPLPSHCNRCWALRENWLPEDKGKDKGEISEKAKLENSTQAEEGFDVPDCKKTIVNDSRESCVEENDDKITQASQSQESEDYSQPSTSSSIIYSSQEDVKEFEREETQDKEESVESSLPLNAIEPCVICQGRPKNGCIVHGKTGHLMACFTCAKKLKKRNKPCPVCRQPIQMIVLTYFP
NLRP3 yeast inh – NALP3 inflammasome inhibitors in reconstituted yeast, primary screen, luminescence, uHTS | Yeast reconstituted NLRP3/ASC/caspase-1, beta-gal luminescence, 24 h | inhibition, % at 10 µM | 0.39% of 330,000 active | AID 2825, 2010;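 active means inhibition of 50% or more; inactive means inhibition below 50%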;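 further: plate controls were induced DMSO wells for no effect and uninduced yeast grown without galactose for full effect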
UPR XBP1 act – activators of adaptive XBP1 UPR arm, primary screen, cell-based, CHO-XBP1 luciferase reporter, luminescence, uHTS; AID 463104, 2010; IRE1-XBP1 UPR activation; percent of tunicamycin response, DMSO as zero; 0.33% of 330,000 active; activation, % at 20 µM;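 active means versus positive control, 20 µM dose yields 30% or more activation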;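 further: 100% = tunicamycin at 10 µg/mL and 0% = DMSO only wells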
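Assay system: IRE1-XBP1 luciferase reporter CHO line. Input: 1000 cells/well. Buffer or medium: F12 with 10% serum. Doses: 20 µM, 1% DMSO. Times: overnight seeding at 37 °C, 6 h compound treatment at 37 °C. Technique: Steady-Glo luciferase glow luminescence, 10 min after reagent addition.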
TIM10 inh – growth inhibitors of isogenic TIM10 control yeast, primary screen, counter-screen for tim10-1 yeast inhibitor project, luminescence, uHTS. 1.4% of 330,000 active. S. cerevisiae TIM10 strain growth, BacTiter-Glo luminescence, 24 h. inhibition, % at 10 µM;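 active means inhibition of 40% or more at the single tested concentration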;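 further: wild-type TIM10 isogenic control strain grown at permissive 25 °C; 0% = DMSO yeast wells and 100% = minimal medium wells without yeast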
CHOP UPR activ – activators of apoptotic CHOP UPR arm, primary screen, cell-based, CHO-CHOP luciferase reporter, luminescence, uHTS; UPR activation; percent of tunicamycin response over DMSO baseline; activation, % at 10 µM; 0.34% of 330,000 active; AID 449763, 2010;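 active means at 10 µM dose, activation of 40% or more, normalized to positive control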;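 further: 100% = tunicamycin at 10 µg/mL and 0% = DMSO alone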
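System: CHO CHOP reporter cells. Amount: 500 cells per well. Buffer or medium: F12 medium, 10% FBS. Compound dosing: one dose, 10 µM in 0.5% DMSO. Incubation: 6 h compound exposure at 37 °C after overnight seeding. Technique: Steady-Glo luciferase luminescence. Benchmarks: tunicamycin and DMSO controls.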
tim23-1 inh – growth inhibitors of tim23-1 mutant yeast, primary screen, luminescence, uHTS; S. cerevisiae tim23-1 growth, BacTiter-Glo luminescence, 24 h; inhibition, % at 20 µM; 1.3% of 330,000 active; AID 463212, 2010;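 active means growth inhibition of the mutant yeast at or above 50%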;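 further: temperature-sensitive mutant grown at 25 °C; plate controls were DMSO-treated mutant yeast for no effect and medium wells lacking yeast for full effect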
APJ ag – agonists of human apelin receptor APJ, primary screen, CHO-K1 cells, PathHunter beta-arrestin, luminescence. P35414. 0% DMSO wells, 100% apelin. activation, % at 20 µM. 0.11% of 330,000 active. AID 2520, 2010;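 active means activation more than six SD over the plate average, tested at 20 µM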;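 further: 0% = DMSO alone and 100% = apelin-13 at 10 nM; some results filed as inactive read as strong as hits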
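Test system – PathHunter CHO-K1 APJ (AGTRL-1) beta-arrestin reporter cells · Input – 1000 cells/well · Compound – single test compound dose, 20 µM final, 1% DMSO · Times – compound stimulation 90 min at 25 °C, detection 60 min · Technique – beta-gal luminescence · Read-out basis – APJ–arrestin association signal · Control set – negative DMSO alone, positive Apelin-13 at 10 nM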
tim10-1 inh – growth inhibitors of tim10-1 mutant yeast, primary screen, luminescence, uHTS; inhibition, % at 20 µM; S. cerevisiae tim10-1 ts strain growth, BacTiter-Glo, 24 h; 2.2% of 330,000 active; AID 463190, 2010;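 active means inhibition of at least 40%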;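 further: mutant grown at 25 °C; 0% = DMSO wells with yeast and 100% = wells holding no yeast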
NR3A LBD binder – binders of NR3A ligand-binding domain, primary screen, biophysical, differential scanning fluorimetry, uHTS; NR3A LBD differential scanning fluorimetry, Tm shift; 0% = protein alone, 100% = glycine-bound protein; Tm shift relative to glycine control, % at 25 µM; 2.5% of 340,000 active;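 active means melting temperature shift of at least 10% of the positive control shift, at one fixed dose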
* hit, by the source's call; nt = no result given.

Field names – A = Mdm2-MdmX inh; B = NLRP3 yeast inh; C = UPR XBP1 act; D = TIM10 inh; E = CHOP UPR activ; F = tim23-1 inh; G = APJ ag; H = tim10-1 inh; I = NR3A LBD binder
CCN(C(=O)CSc1nnc(SC(C)C)s1)C1CCS(=O)(=O)C1 (stereo unspecified)
  A: 1; B: 15; C: 1; D: -3; E: 2.1; F: 10; G: 1; H: 5; I: -2
Cc1cccc(CN(CC(=O)N/N=C/c2ccco2)S(=O)(=O)c2ccc(Cl)cc2)c1
  A: 9; B: 4; C: -5; D: 24; E: -0.3; F: 41; G: 0; H: 32; I: -9
CC1CCC(CN2C(Nc3ccccc3)=NC[C@@H]2Cc2ccccc2)CC1 (stereo partly specified)
  A: 47; B: 12; C: 1; D: 17; E: -0.1; F: 9; G: -4; H: 17; I: -1
CCOC(=O)C1CCCN(CCC(=O)Nc2ccc3c(c2)CCC3)C1 (stereo unspecified)
  A: -1; B: 17; C: -1; D: -8; E: -0.6; F: -17; G: -6; H: -20; I: -1
COCCCNC(=O)C1c2ccccc2Oc2ccccc21
  A: -12; B: 8; C: -5; D: -14; E: 0.8; F: 3; G: -1; H: -5; I: 1
CC[C@@H]1C=C(C(=O)O)[C@H](c2ccc(F)cc2)N1S(=O)(=O)c1ccc(C)cc1
  A: 2; B: 4; C: -3; D: -7; E: 0.6; F: -16; G: -3; H: -10; I: 0
Cc1cccc(NC(NC(=O)c2cccnc2)C(Cl)(Cl)Cl)c1 (stereo unspecified)
  A: -1; B: 1; C: -1; D: 31; E: -0.4; F: 38; G: 9; H: 11; I: -2
C=CCSC1=N/C(=C\c2cc(OC)c3c(c2)OCO3)C(=O)S1
  A: 11; B: 17; C: 10; D: 8; E: -2.2; F: 4; G: -3; H: 3; I: 1
COc1ccc(N(CC(=O)Nc2ccccc2C(=O)NCc2ccco2)S(C)(=O)=O)cc1
  A: -9; B: -5; C: 1; D: -10; E: 0.5; F: 13; G: -5; H: 31; I: 0
CCCCn1nnnc1SCC(=O)Nc1ccc2c(c1)OCO2
  A: -4; B: 0; C: -3; D: 23; E: 4.8; F: 0; G: -2; H: 18; I: 4
CC1CCCCC1NC(=O)CCS(=O)(=O)c1cc2c(cc1Cl)NC(=O)CO2 (stereo unspecified)
  A: 3; B: -1; C: -7; D: 18; E: 0.9; F: 5; G: 10; H: 8; I: -6
Cc1cccc(NC(=O)N[C@@H](C)C(=O)O)c1
  A: 9; B: 12; C: -2; D: -6; E: 3.0; F: 13; G: 0; H: -12; I: -2
COc1cc(CNCc2cccs2)ccc1OCc1cccs1
  A: -1; B: 34; C: 1; D: 1; E: 0.4; F: -3; G: -4; H: 14; I: 0
CC1=C(C(=O)OC(C)C)C(c2cccc(F)c2)N2C(=O)C(C)SC2=N1 (stereo unspecified)
  A: 14; B: 18; C: -4; D: 16; E: -3.2; F: 17; G: -4; H: 12; I: -4
NS(=O)(=O)c1ccc(NC(=O)CCCC(=O)O)cc1
  A: -17; B: 20; C: 3; D: 12; E: 0.8; F: 16; G: -2; H: -7; I: -2
CC(C)(C)CC(=O)NC(=S)NCc1ccccc1
  A: 14; B: 10; C: 0; D: 19; E: 0.3; F: 29; G: -3; H: 19; I: -2
O=C(NC(Cc1ccccc1)C(=O)O)c1ccc(S(=O)(=O)N2CCOCC2)cc1 (stereo unspecified)
  A: 3; B: 6; C: 1; D: -3; E: -0.4; F: 2; G: -4; H: 6; I: 1
CCOc1ccc(S(=O)(=O)N2CCN(C(=O)CCC(=O)N3CCOCC3)CC2)cc1
  A: 17; B: 3; C: -2; D: 0; E: -0.5; F: -3; G: 1; H: -13; I: -2
CCNCCC(=O)N1c2ccccc2Sc2ccc(NC(=O)OCC)cc21
  A: 11; B: 9; C: -2; D: 17; E: -2.3; F: 5; G: 8; H: 23; I: 0
Cn1c(CCN2CCOCC2)nc2cc(NC(=O)COc3ccc([N+](=O)[O-])cc3)ccc21
  A: 3; B: -1; C: -3; D: -4; E: 0.2; F: 2; G: -3; H: 6; I: 2
COC(=O)c1cc([N+](=O)[O-])ccc1N1CCN(Cc2ccccc2)CC1
  A: 6; B: 13; C: -3; D: -9; E: -0.2; F: 20; G: -2; H: 0; I: -1
COc1cc2cnncc2cc1OC
  A: 10; B: -3; C: 0; D: 11; E: 0.6; F: -2; G: -1; H: 9; I: -1
CCc1noc(C)c1C(=O)N1CCCC(C(=O)c2ccc(OC)c(F)c2)C1 (stereo unspecified)
  A: 8; B: -1; C: -4; D: -6; E: -1.3; F: 18; G: -1; H: 10; I: 0
COc1ccc2[nH]cc(C=O)c2c1
  A: 32; B: 7; C: -2; D: 8; E: -0.4; F: -10; G: -3; H: 8; I: 1
O=C(CSc1nc2cc(Cl)ccc2s1)c1ccco1
  A: -39; B: -12; C: 1; D: 19; E: 0.9; F: 43; G: -1; H: 43*; I: -2
CC(C)(C)c1nnc2sc(SC/C(O)=C(\C#N)c3nc4ccccc4[nH]3)nn2c1=O
  A: 28; B: 16; C: 0; D: 2; E: 0.7; F: -1; G: -4; H: 13; I: -8
O=C(Nc1cccc(Cl)c1)OCCN1CCN(Cc2ccccc2)CCC1=O
  A: -16; B: 25; C: -3; D: 4; E: 0.3; F: 25; G: 7; H: 8; I: -3
CCN(CC)c1ccc(/C=N/n2nnnc2N)c(O)c1
  A: 48; B: 3; C: 5; D: 18; E: 3.2; F: -11; G: -5; H: 2; I: -1
CC(=O)c1cccc(NC(=O)Cn2cnc(S(=O)(=O)N3CCC(C)CC3)c2)c1
  A: 24; B: 0; C: -1; D: 2; E: 1.0; F: 6; G: -3; H: -4; I: 0
CNc1nc(N)c(C(=O)Nc2cc(C)on2)s1
  A: -17; B: 10; C: 0; D: 14; E: 3.3; F: 12; G: -2; H: 5; I: 0
COC(=O)c1ccc(CNC(=O)C2CCC(=O)N(CCCc3ccccc3)C2)cc1 (stereo unspecified)
  A: 4; B: 10; C: -6; D: 1; E: 1.5; F: -6; G: -4; H: -16; I: 0
O=C(NCCCN1CCCC1=O)c1cccc(S(=O)(=O)N2CCN(c3ccccc3)CC2)c1
  A: 13; B: 19; C: -3; D: 6; E: -0.4; F: -7; G: 1; H: 3; I: 0
COC(=O)c1ccccc1NC(=O)CSc1nnc(-c2cccnc2)n1C
  A: -21; B: -7; C: -1; D: 8; E: -0.1; F: 3; G: 0; H: 6; I: 2
Cc1cc(S(=O)(=O)Nc2c(NC3CCCCC3)c3ccccc3oc2=O)ccc1F
  A: 3; B: -1; C: -6; D: 7; E: 4.1; F: 12; G: 2; H: -2; I: -2
Cc1cc(/N=C/C=C2\N(C)c3ccccc3C2(C)C)n(CCC#N)n1
  A: 50; B: 21; C: -2; D: 24; E: -0.4; F: 40; G: -2; H: 25; I: -1
CCN1CCN(CCn2c(=S)[nH]c3cc4c(cc3c2=O)OCO4)CC1
  A: 6; B: 1; C: -3; D: -9; E: -3.3; F: 11; G: -2; H: 4; I: 1
Cc1c(Br)c([N+](=O)[O-])nn1CC(=O)NCCc1ccc(Cl)cc1
  A: 6; B: -10; C: 0; D: -15; E: -1.3; F: -4; G: -4; H: -2; I: -1
CN(C)c1cccc2c1c(NC(=O)c1ccc(F)cc1)nn2C
  A: 26; B: 6; C: -1; D: -8; E: 1.0; F: 18; G: 3; H: -1; I: 1
CCOC(=O)/C(=C/C=C1\Sc2cc(OCC)c(OCC)cc2N1CC)C(C)=O
  A: 9; B: 18; C: -1; D: 3; E: -1.1; F: 16; G: -1; H: 26; I: 1
Cc1cccc(C)c1N=Nc1c(C)cc(O)cc1C
  A: 34; B: 25; C: 3; D: 47*; E: 1.0; F: 63*; G: -1; H: 24; I: 1
O=C(OCCC1Oc2cccnc2NC1=O)c1ccc(F)cc1 (stereo unspecified)
  A: 8; B: 0; C: -2; D: 0; E: 0.4; F: 16; G: -1; H: 22; I: 1
COc1ccc(OC)c(Nc2nc(N)c([N+](=O)[O-])c(N3CCOCC3)n2)c1
  A: 30; B: -6; C: 11; D: 20; E: 0.1; F: 18; G: 0; H: 20; I: 4
O=C(NCC[C@@H]1C[C@@H]2C=C[C@H]1C2)c1cc(COc2ccc(F)cc2F)on1
  A: 7; B: 32; C: -3; D: 4; E: 2.3; F: 33; G: 2; H: 33; I: -7
CC(=O)C1=C(C)N(Cc2ccco2)C(=O)C1(NC(=O)C1CCCCC1)C(F)(F)F (stereo unspecified)
  A: 7; B: 7; C: 1; D: 15; E: -3.5; F: 21; G: -1; H: 12; I: -3
Cc1ccc2nc(SCC(=O)NCc3ccc(F)cc3)nc(=O)n2c1
  A: -12; B: 1; C: 2; D: -1; E: 2.2; F: 10; G: 4; H: 9; I: 3
CC1CC(C)CN(Cc2nc(N)nc(Nc3ccccc3)n2)C1 (stereo unspecified)
  A: -6; B: -1; C: 0; D: -17; E: -1.1; F: 0; G: -7; H: -16; I: 0
COCC(=O)Nc1nc2ccc(S(C)(=O)=O)cc2s1
  A: 13; B: -11; C: 1; D: 4; E: 0.6; F: 5; G: -1; H: 9; I: -1
Cc1c(CCC(=O)N[C@@H](C)C(=O)O)c(=O)oc2c(C)c3oc4c(c3cc12)CCCC4
  A: 2; B: 11; C: -6; D: 8; E: -1.8; F: 8; G: -1; H: 7; I: -3
COc1ccccc1-n1c(SCC(=O)Nc2cc(C)on2)nc2c([nH]c3ccccc32)c1=O
  A: 44; B: 20; C: 2; D: 18; E: -2.5; F: -3; G: 2; H: -11; I: 7
O=C(c1ccccc1)c1ccc(N2CCN(C(=O)c3cccc(F)c3F)CC2)c(F)c1
  A: 17; B: 19; C: -4; D: 10; E: 0.4; F: 28; G: 8; H: 25; I: -2
Cc1ccc(NC2=NCC(=O)N2Cc2ccc3c(c2)OCO3)cc1
  A: 13; B: 0; C: 0; D: -1; E: -0.2; F: -14; G: -2; H: 9; I: -4
COc1ccc2c(=O)cc(-c3cccnc3)oc2c1OC
  A: 20; B: 22; C: 7; D: 5; E: 1.1; F: 2; G: 0; H: 2; I: nt
Cc1cccc(C(=O)N/N=C/c2ccc3c(c2)OCO3)n1
  A: -2; B: 10; C: 2; D: -13; E: 3.5; F: -3; G: -4; H: -8; I: 1
CCC1(CC)NC(=O)N(CC(=O)OCC(=O)Nc2ccc(OC(F)(F)F)cc2)C1=O
  A: -8; B: 1; C: 2; D: -2; E: 1.6; F: -3; G: -4; H: -7; I: 0
O=C(/C(=N\Nc1ccc(Br)cc1)Sc1nnnn1-c1ccccc1)c1ccccc1
  A: -1; B: -5; C: -1; D: 11; E: -1.5; F: 5; G: -1; H: 11; I: 20*
